# Kir21 block = Kir2.1 (mouse) channel inhibition; HEK293-Kir2.1, FluxOR thallium flux fluorescence; stronger effect = lower value; AID 1672; 0.85% of 310,000 active; B-score at 10 µM; P35561;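 active means fluorescence ratio B-score at or below minus 3 SD of library scores, with starting-brightness B-score within 2 SD, cut at about -4.2 in these data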;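 further: channel flux triggered by added potassium and thallium sulfate stimulus; B-score of peak minus minimum fluorescence over baseline after thallium stimulus; more negative B-score means stronger Kir2.1 block with less thallium influx; some compounds called inactive have numbers as strong as hits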
# KCNQ2 inh = KCNQ2 channel blockers in CHO-K1 cells – cell-based, FluxOR thallium flux, B-score, primary screen (AID 2156); 20 min; stronger effect = lower value; 1.1% of 310,000 active; B-score at 10 µM; O88943;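 active means fluorescence ratio B-score at most minus 3 library SDs, with starting brightness B-score within 2 library SDs, cut at about -5.5 in these data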
# Target sequence (O88943 whole entry, looked up): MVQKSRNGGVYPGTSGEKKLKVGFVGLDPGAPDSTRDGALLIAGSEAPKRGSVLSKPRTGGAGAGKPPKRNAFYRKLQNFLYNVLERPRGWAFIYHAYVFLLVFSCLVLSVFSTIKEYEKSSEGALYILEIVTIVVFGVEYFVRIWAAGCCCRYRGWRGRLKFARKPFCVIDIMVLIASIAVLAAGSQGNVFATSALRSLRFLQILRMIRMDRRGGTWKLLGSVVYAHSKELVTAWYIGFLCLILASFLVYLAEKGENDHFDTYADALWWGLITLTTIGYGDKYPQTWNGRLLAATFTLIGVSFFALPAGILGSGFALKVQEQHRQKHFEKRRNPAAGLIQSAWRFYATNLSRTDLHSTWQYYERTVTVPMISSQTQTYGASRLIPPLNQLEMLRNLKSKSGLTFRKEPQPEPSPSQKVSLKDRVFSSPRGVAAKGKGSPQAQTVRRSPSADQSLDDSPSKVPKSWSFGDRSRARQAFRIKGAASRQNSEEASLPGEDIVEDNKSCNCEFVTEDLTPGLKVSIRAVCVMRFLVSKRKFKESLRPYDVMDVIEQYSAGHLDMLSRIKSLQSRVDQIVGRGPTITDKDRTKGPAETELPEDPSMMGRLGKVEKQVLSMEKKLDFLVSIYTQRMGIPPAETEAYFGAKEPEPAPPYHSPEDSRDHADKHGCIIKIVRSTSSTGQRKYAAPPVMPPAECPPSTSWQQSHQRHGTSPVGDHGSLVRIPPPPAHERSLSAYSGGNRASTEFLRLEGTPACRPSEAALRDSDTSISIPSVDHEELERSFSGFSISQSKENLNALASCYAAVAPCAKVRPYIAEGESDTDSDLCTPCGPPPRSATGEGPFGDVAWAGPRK
# STK33 inh = human STK33 kinase inhibition; Q9BYT3; purified STK33, MBP phosphorylation, ADP-Glo luminescence; inhibition, % at 10 µM; 0.073% of 320,000 active; AID 2661;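 active means inhibition at or above 25%, using the most active replicate where run in duplicate; inactive means inhibition below 25%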
# The depositor's hits bear a star; i = inactive; / = not tested or not shown.
Kir21 block	KCNQ2 inh	STK33 inh	smiles
-1.83	i	-1.3	Cc1ccc(Nc2cc(C(=O)NCCCN3CCOCC3)c3ccccc3n2)cc1C
-3.02	i	1.5	COc1ccccc1N1CCN(C(=O)CSc2nc3ccccc3nc2N2CCCCC2)CC1
-0.17	i	-4.2	CCCCn1c(N)c(N(CCC(C)C)C(=O)CSc2nnc(Nc3ccccc3)s2)c(=O)[nH]c1=O
0.85	i	-1.0	O=c1[nH]c(CN2CCN(S(=O)(=O)c3ccc(Cl)cc3)CC2)nc2cc(Cl)ccc12
1.48	i	/	COC(=O)/C(C#N)=C/c1c(N2CCN(c3ccccc3)CC2)nc2c(C)cccn2c1=O
-0.46	i	1.5	Cc1ccc(-c2cnc3ccccc3n2)cc1C
0.5	i	-0.5	COC(=O)N/N=C1\CCCc2ccccc21
0.91	i	-1.9	O=C(CCC(=O)c1ccc(F)cc1)NC1CCCN(Cc2ccccc2F)C1 (stereo not given)
2.36	i	-0.6	COc1ccc(NC(=O)CSc2n[nH]c(C)c2[N+](=O)[O-])cc1
-0.56	i	-0.9	Cc1cc(C)n2[nH]c(=O)c(N=Nc3ccc(S(N)(=O)=O)cc3)c2n1
-0.1	i	0.3	C=CCn1c(N)cc(=O)nc1SC(C)C(=O)Nc1ccc(C(=O)OCC)cc1 (stereo not given)
-0.07	i	4.2	CCCn1c(SCC(=O)Nc2cccc(C)n2)nnc1C(C)C
0.12	i	0.4	O=C(CCS(=O)(=O)c1cccc2nonc12)NC1CCCCCC1
0.85	i	0.3	Cc1ccc(C(=O)N/C(=C/C=C\c2ccccc2)C(=O)NCc2ccco2)cc1
0.5	i	-0.1	CCCCN(C(=O)c1cc(OC)c(OC)c(OC)c1)C1=CC2CCC(C1)N2C (stereo not given)
-0.67	i	2.9	Cc1n[nH]c(C)c1CCC(=O)N/N=C/c1c(C)[nH]c2ccccc12
1.52	i	-2.4	CCn1c(CCNC(=O)c2ccc(C)cc2)n[nH]c1=S
0.54	i	1.1	Cn1cccc1/C=N/n1c(-c2ccc(Cl)cc2)n[nH]c1=S
-0.65	i	-1.3	O=C1CCc2cc(S(=O)(=O)N3CCCCC3)cc3c2N1CC3
-0.74	i	4.0	COc1ccc(S(=O)(=O)N(C)CC(=O)NCc2cccnc2)cc1Cl
-0.28	i	0.7	CCc1ccc(NC(=O)[C@H](C)NC(=O)C2CCN(C(=O)[C@@H](NC(=O)OC(C)(C)C)C(C)C)CC2)cc1
-1.1	i	-0.2	Clc1ccc(COc2cccc(CNCc3ccncc3)c2)cc1
0.06	i	-1.7	Cc1ccc(C(=O)Nn2cnnc2)c(Cl)c1
-0.82	i	0.8	CC(C)(C)c1[nH]nc2c1C(c1ccc(OC(=O)c3ccco3)cc1)C(C#N)=C(N)O2 (stereo not given)
-0.42	i	-0.2	CC(=O)c1cccc(N=C2NC(=O)CS2)c1
-0.04	i	-2.1	CCOC(=O)C1=C(N)OC2=C(C(=O)CC(C)C2)C1c1cccnc1 (stereo not given)
1.66	i	-0.8	O=c1c2c3c(sc2ncn1Cc1ccc(F)cc1)CCC3
0.46	i	0.7	O=C(NNC(=O)c1ccccc1O)c1ccc(S(=O)(=O)Nc2ccccc2)cc1
-0.31	i	0.6	O=C(Nc1c(C(=O)O)[nH]c2ccccc12)NC1CCCCC1
0.63	i	3.8	Nc1c(Cl)cc(C2=NCCn3nc4ccccc4c32)cc1Cl
0	i	-0.2	C=CCSc1nc(=O)n2ccccc2n1
-2.24	i	-0.8	CCn1c(SCC(=O)N2CCC(C)CC2)nc2c1c(=O)n(C)c(=O)n2C
0.49	i	-1.3	CC(C)OC(=O)Nc1ccc2c(c1)N(C(=O)CCN1CCN(CCO)CC1)c1ccccc1CC2
-0.43	i	-0.4	Nc1nc(NC(=O)c2ccc(F)cc2)ns1
-0.54	i	-0.9	COC(=O)c1cccc(NC(=O)Nc2ccc(Cl)cc2Cl)c1
-0.01	i	0.9	COc1cccc(CNC(=O)CCCn2c(=S)[nH]c3cc4c(cc3c2=O)OCO4)c1
-0.89	i	0.7	CC(=O)Nc1ccc(N/C=C(\C=O)c2nc3ccccc3o2)cc1
-0.38	i	-0.8	Cc1ccc(-c2nc(NCc3ccco3)n(C(=O)c3ccco3)n2)cc1
-0.34	i	-2.1	CC(C)(C)NC(=O)C(=O)NCc1ccccn1
1.6	i	1.5	CC(=O)Nc1ccc(S(=O)(=O)N(C)CC(=O)OCC(=O)Nc2ccc3c(c2)OCO3)cc1
0.94	i	-1.5	Cc1ccc(/C=C(/NC(=O)c2ccccc2)C(=O)NCCc2c[nH]c3ccccc23)o1
-0.44	i	0.1	CCOC(=O)/C(C#N)=N/Nc1ccccc1OC
1	i	-1.2	N[C@@H](Cc1cc(I)c(O)c(I)c1)C(=O)O
0.87	i	-0.7	C/C(=N\N=C(/N)SC1CC(=O)N(c2ccc(Cl)c(Cl)c2)C1=O)c1cccs1 (stereo not given)
-0.64	i	0.8	O=C1c2ccccc2S(=O)(=O)N1CCS(=O)(=O)c1ccc(F)cc1
-0.67	i	-0.3	O=C(Cn1[nH]c(=O)c2ccccc2c1=O)OCC(=O)N1CCCc2ccccc21
0	i	-0.2	CSC1=NCCN1C(=O)c1ccc(Br)o1
-1.46	i	-0.2	COCCCN(C(=S)Nc1ccc(C)cc1Cl)C(C)c1ccncc1 (stereo not given)
-0.74	i	-0.2	CCC(=O)Nc1cc(C(C)C)c(O)cc1C
-0.39	i	-1.3	Cc1c(C)n(C(=O)CSc2nccn2C)c2ccccc12
0.15	-6.94*	-3.5	O=C(Oc1c(-c2ccccc2Cl)oc2ccccc2c1=O)c1ccc(Cl)cc1
0.16	i	/	Cc1cc(=O)n2c(C(=O)Nc3ccc(C(=O)OC(C)C)cc3)c(C(=O)Nc3ccccc3)sc2n1
0.69	i	-2.1	CCN(CC)c1ccc(NC(=O)Cn2c(C(C)NC(=O)c3ccccc3)nc3ccccc32)cc1 (stereo not given)
0.31	i	-1.0	CC1CC(C)CN(CCCNC(=O)CN2C(=O)COc3ccc(S(=O)(=O)N4CCOCC4)cc32)C1 (stereo not given)
0.06	i	-0.3	CCOC(=O)C1=C(C)NC(C)=C(C(=O)OCC)C1C(=O)OCC(=O)N1CCc2ccccc2C1
-2.6	i	8.5	O=S(=O)(c1cccc(F)c1)N1CCC(CO)(Cc2cccc(F)c2)CC1
-0.01	i	-1.7	C/C(Cc1ccccc1)=N\NC(=O)CNC(=O)COc1ccccc1
-0.01	i	2.2	CC(C)CNc1c(N)c(=O)oc2ccccc12
0.23	i	-2.3	C=CCN(CC=C)CCCOc1ccccc1C(=O)OC
1.19	i	-0.9	Cc1cc(C)n(CCNS(=O)(=O)c2ccccc2)n1

# 6 structures from above, arranged by molar mass, largest number first.
Kir21 block	KCNQ2 inh	STK33 inh	smiles
-0.67	i	-0.3	O=C(Cn1[nH]c(=O)c2ccccc2c1=O)OCC(=O)N1CCCc2ccccc21
-2.24	i	-0.8	CCn1c(SCC(=O)N2CCC(C)CC2)nc2c1c(=O)n(C)c(=O)n2C
-0.39	i	-1.3	Cc1c(C)n(C(=O)CSc2nccn2C)c2ccccc12
0	i	-0.2	CSC1=NCCN1C(=O)c1ccc(Br)o1
1.19	i	-0.9	Cc1cc(C)n(CCNS(=O)(=O)c2ccccc2)n1
-0.01	i	2.2	CC(C)CNc1c(N)c(=O)oc2ccccc12

# Next results follow:
Kir21 block	KCNQ2 inh	STK33 inh	smiles
0.1	i	-0.3	CN1CCN(C2=NC3(CCCC3)C(C#N)C(=O)N2)CC1 (stereo not given)
-0.36	i	-1.3	CCC(=O)Nc1c(-c2ccccc2Cl)c(=O)c2ccccc2n1CC
2.33	i	0.7	Cc1ccc2nc(C)c3c(c2c1)COC3
0.48	i	0.1	CC(C)(C)NC(=O)NC(=O)CSc1n[nH]c(-c2ccccc2Br)n1
0.7	i	-1.3	CCCCNS(=O)(=O)c1ccc(NC(=O)C2c3ccccc3Oc3ccccc32)cc1
1.68	i	-1.0	Cc1cccc(NC(=O)c2ccccc2OCC(=O)N2CCCC2)c1C
-2.14	i	-1.2	COc1cc(C)nc(NC(=O)NC(=O)c2ccc(C(F)(F)F)cc2)n1
-0.7	i	1.2	Fc1ccc(-c2nnsc2Sc2ccccn2)cc1
0.14	i	-0.6	CC1CN(Cc2ccccc2Cl)CC(C)O1 (stereo not given)
0.24	i	0.4	Cn1c(CSc2nc3ccccc3s2)nnc1SCC(=O)NCCCN1CCOCC1
-0.69	i	-1.1	C#CCNC(=O)C1=C[C@H](C2CCCCC2)[C@@H](CCCO)[C@H](OCC)O1
0.53	i	0.8	CCOC(=O)/C(C#N)=C1\CCCN1CC(N)=S
-0.57	i	-0.4	CS(=O)(=O)c1cnc(-c2ccccc2)nc1Oc1ccc(Cl)cc1
1.07	i	/	Cc1ccc(CNc2ccc(O)cc2)cc1
-1.28	i	-2.6	O=C1CC(NNC(=O)c2cccc(F)c2)C(=O)N1 (stereo not given)
-0.79	i	0.9	CCOC(=O)C1CCN(S(=O)(=O)c2ccc3c(ccn3C)c2)CC1
-0.68	i	-2.0	CCN(CC(=O)Nc1ccc2c(c1)OCCO2)c1ccc(S(=O)(=O)N2CCOCC2)cn1
-0.02	i	0.1	CCC(=O)NC(=S)Nc1ccc(NC(=O)c2cccc([N+](=O)[O-])c2C)cc1
-1.16	i	4.0	CN1CCN(c2ccc([N+](=O)[O-])cc2NC(=O)c2cccs2)CC1
1.44	i	0.4	Cn1ncc(Br)c1C(=O)NCc1cccs1
0.82	i	-0.4	OCC1(CCOc2ccccc2)CCN(Cc2ccncc2)CC1
-0.62	i	-1.0	CCCCn1c(SCC(=O)Nc2nccs2)nc2ccccc2c1=O
1.19	i	1.7	COc1ccc2nc(-n3c(O)c(C4=c5ccccc5=NC4=O)[nH]c3=S)sc2c1
0.15	i	-1.0	COc1ccc(NC(=O)C2(c3ccc(NC(=O)c4ccc(OC)cc4)cc3)CCCC2)cc1
0.59	i	-0.6	O=C(CC1NCCc2ccccc21)Nc1ccccc1 (stereo not given)
1.84	i	-0.9	COC(=O)c1sccc1Oc1ccc(F)cc1[N+](=O)[O-]
-0.11	i	-2.0	CC(=O)C1=C(O)C(=O)N(c2ccc(Br)cc2)C1c1ccccc1[N+](=O)[O-] (stereo not given)
-0.04	i	-0.6	Cc1ccc(C(=O)Oc2coc(CSc3nnc(NC(=O)C4CC4)s3)cc2=O)cc1
-0.93	i	-2.9	COc1ccc(C(c2nnnn2CC2CCCO2)N2CCC(C(N)=O)CC2)cc1 (stereo not given)
-0.76	i	-0.7	CCC(C)N(C(=O)c1csnn1)C(C(=O)NCc1ccc(F)cc1)c1ccccc1 (stereo not given)

# Quoted from the listing:
# COc1ccc(C(c2nnnn2CC2CCCO2)N2CCC(C(N)=O)CC2)cc1 (stereo not given) in Kir21 block: -0.93
# COC(=O)c1sccc1Oc1ccc(F)cc1[N+](=O)[O-] in STK33 inh: -0.9
# O=C1CC(NNC(=O)c2cccc(F)c2)C(=O)N1 (stereo not given) in Kir21 block: -1.28
# Cn1c(CSc2nc3ccccc3s2)nnc1SCC(=O)NCCCN1CCOCC1 in STK33 inh: 0.4

# (next part)
Kir21 block	KCNQ2 inh	STK33 inh	smiles
2.13	i	-1.0	CS(=O)(=O)N1CCCC(C(=O)c2cccc(Cl)c2)C1 (stereo not given)
1.24	i	-0.9	O=C(/C=C/c1c(F)cccc1Cl)Nc1ccncc1
0.04	i	0.8	Cc1nn(Cc2ccc(Cl)c(Cl)c2)c(C)c1NC(=O)c1cc(C2CC2)on1
-0.23	i	45.7*	Cc1cccc(N2CCN(CCCNC(=O)c3ccc(NC(=O)C4=CSCCO4)cc3)CC2C)c1 (stereo not given)
2.21	i	0.6	COc1ccc(OCCn2c(=O)sc3ccccc32)cc1
0.84	i	-1.3	Cc1cccc(NC(=O)c2nc[nH]c2C(=O)N[C@@H](CC(C)C)C(=O)OC(C)(C)C)c1
0.26	i	0.3	COc1ccccc1OCc1ccc(C(=O)Nc2cc(OC)c(OC)c(OC)c2)o1
-2.02	i	0.4	CCOC(=O)c1cnn(-c2ccccc2)c1NC(=O)CN1CCCCC1
-0.19	i	-1.6	N/C(=N\OC(=O)Oc1ccccc1)c1ccc(Cl)cc1
2.67	i	3.1	O=C(O)CC1(CC(=O)Nc2ccc(F)c(Cl)c2)CCCCC1
-0.6	i	0.4	COC(=O)C(Cc1ccccc1)NS(=O)(=O)c1ccc(F)cc1Br (stereo not given)
-1.16	i	-0.6	CC(CCn1cccn1)NC(=O)c1cc(COc2ccc(F)cc2Cl)on1 (stereo not given)
0.04	i	-0.1	Cc1ccccc1C(=O)Nc1nncs1
-0.86	i	-1.7	Cc1ccc(Oc2cnn(-c3ccccc3)c(=O)c2Br)cc1
0.98	i	-0.5	O=C(C1CCN(C2CCN(CC3CC=CCC3)CC2)CC1)N1CCOCC1 (stereo not given)
-0.54	i	-0.5	COc1cccc(CNC(=O)N2CCN(c3ccccc3)CC2)c1
0.12	i	-1.4	O=C(C1=C[C@H](c2ccc3c(c2)OCO3)C[C@H](OCCCCO)O1)N1CCN(Cc2ccccc2)CC1
0.84	i	-1.2	C/C(=N\Nc1nc(Nc2ccccc2)nc(N2CCOCC2)n1)c1cccs1
0.35	i	3.9	CCC1CCCCN1C(=O)c1ccc(OC2CCN(C(=O)CCOC)CC2)cc1 (stereo not given)
0.07	i	0.1	CN(C)/C=C/C(=O)c1ccc(-c2ccc(Cl)cc2Cl)o1
0.01	i	2.7	CCOC(=O)Cn1c(=O)oc2cc(S(=O)(=O)NCCCc3ccccc3)ccc21
-3.54	i	-0.5	Cc1ccnc(NS(=O)(=O)c2cccs2)c1

# Entries of single compounds from above:
# Entry for O=C(O)CC1(CC(=O)Nc2ccc(F)c(Cl)c2)CCCCC1 → Kir21 block: 2.67; KCNQ2 inh: i; STK33 inh: 3.1
# Entry for Cc1ccnc(NS(=O)(=O)c2cccs2)c1 → Kir21 block: -3.54; KCNQ2 inh: i; STK33 inh: -0.5
